# GalR3 antagonist: GalR3 antagonists in HEK293 cells, primary screen, cell-based, fluorescence readout. Galanin receptor type 3 (Homo sapiens), O60755. HEK293 GalR3-CNG cAMP membrane potential fluorescence; galR3 body fused to GalR1 C-terminus. inhibition, % at 3 µM. hit rate 0.44% among 360,000. AID 651719, 2012;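 active = inhibition above the screen-wide average plus 3 SD, cut at about 13% in these data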;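 note: forskolin and galanin both at EC90 stimulate the cells; cAMP rise reported by CNG channel membrane potential dye signal; 0% = forskolin plus galanin with DMSO and 100% = forskolin alone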
# Target sequence (O60755 1-299 limits assumed): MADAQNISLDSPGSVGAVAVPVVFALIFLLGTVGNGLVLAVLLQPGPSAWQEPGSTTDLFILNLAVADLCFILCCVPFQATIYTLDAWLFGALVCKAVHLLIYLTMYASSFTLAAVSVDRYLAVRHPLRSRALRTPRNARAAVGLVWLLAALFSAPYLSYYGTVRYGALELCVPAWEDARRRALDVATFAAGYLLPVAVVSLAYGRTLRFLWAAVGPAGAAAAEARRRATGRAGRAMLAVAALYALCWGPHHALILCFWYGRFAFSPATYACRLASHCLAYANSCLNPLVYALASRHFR
# Numbers without * were called inactive.
SMILES,GalR3 antagonist
Cn1c(N)c(C(=O)CCc2ccccc2)c(=O)n(C)c1=O,-7.6
C=CCN1C(=O)c2[nH]nc(-c3ccccc3)c2C1c1ccc(C)cc1 (stereo unspecified),-9.2
CN1CCCCC(NC(=O)c2ccc(F)cc2)C1=O (stereo unspecified),-2.0
CN1OC[C@@H]2CN[C@H](c3ccc(-n4ccnc4)cc3)C[C@@H]21,-6.3
CC1=CC(O)(c2ccccn2)P(=O)(c2ccccc2)C=C1C (stereo unspecified),-8.5
CCCCc1c(-c2ccccc2OC)ncn1Cc1cc(F)cc(F)c1,-7.0
Nc1ccn([C@@H]2O[C@H](C(=O)N3CCN(CCO)CC3)[C@@H](O)[C@H]2O)c(=O)n1,-7.8
CCc1cc2c(nc1CC)CCCN2S(=O)(=O)c1ccc(C)cc1,-3.5
C=CC(=O)NC1CCCCN(C)C1=O (stereo unspecified),-4.4
C[C@@H]1CN([C@@H](C)CO)C(=O)CCCn2cc(nn2)CO[C@H]1CN(C)C(=O)Nc1ccnc(N2CCOCC2)c1,-7.5
COc1cccc(CNC(=O)[C@H]2CCCN2C(=O)[C@H]2CCCN2C(=O)N2CCOCC2)c1,-7.4
C#CCNC(=O)C[C@H]1C[C@@]2(C(=O)OC)C(=C[C@H](COCc3ccccc3)O[C@@H]2C)N(Cc2ccc3c(c2)OCO3)C1=O,-7.5
COC(=O)[C@]12C[C@H](CC(=O)N3CCN(C(=O)C4CC4)CC3)C(=O)N(Cc3ccccc3)C1=C[C@H](C1CCCC1)O[C@@H]2C,-1.0
CC(C)[C@H](NC(=O)[C@@H](N)Cc1ccccc1)C(=O)N1CCC2CCN(Cc3ccccc3)CC21 (stereo partly specified),-2.8
C[C@@H]1ON(C)[C@H]2C[C@H]3c4cc(N5CCOCC5)ccc4CCN3C[C@@H]12,-4.7
CCOC(=O)Cc1csc2nc(-c3ccccc3)cn12,-6.7
CN1C(=O)[C@@]2(O[C@H]3C=CC=CN3C3=C2C(=O)CCC3)c2cccc(Br)c21,-2.0
Cc1cc(Oc2cccnc2)ccc1NC(=O)CCc1c[nH]c2ccccc12,-5.6
CCc1cc2c(nc1CC)CCCN2S(=O)(=O)c1ccccc1C,-6.4
COC(=O)c1c(-c2ccc(OC)cc2)c2c(c3c4cc(OC)ccc4n(S(=O)(=O)c4ccc(C)cc4)c13)C(=O)N(C)C2,-6.2
OC(c1ccccc1)(c1ccccc1)C1CCN(CCCOc2ccccn2)CC1,-4.5
CCOC(=O)C(CNc1ccc(O)cc1)NC(=O)c1ccccc1 (stereo unspecified),-5.8
C#CCN(C[C@@H]1[C@@H](OC(=O)Nc2cccs2)[C@@H](OC(=O)Nc2cccs2)C[C@H](C(=O)OC)[C@@H]1C(=O)OC)S(=O)(=O)c1ccc(C)cc1,-3.5
COCCCNC(=O)C[C@H]1C[C@@]2(C(=O)OC)C(=C[C@H](COCc3ccccc3)O[C@@H]2C)N(CCC2=CCCCC2)C1=O,-5.2
COc1ccc(S(=O)(=O)Nc2ccc3c(c2)C(=O)N([C@H](C)CO)C[C@H](C)[C@@H](CN(C)C)OCCCC[C@H](C)O3)cc1,-6.4
COc1ccc2c(c1)[C@@]1(OCCC=C[C@H]1C)C(=O)N2Cc1ccc(Br)cc1,-9.4
CCOC(=O)c1ccc(NC(=O)OC[C@@H]2CSCCS(=O)(=O)N2)cc1,-6.8
C=CCCC1CN(Cc2ccc(OC)cc2)S(=O)(=O)c2c(cccc2N2CCCC2)O1 (stereo unspecified),-5.7
C[C@H](CO)N1C[C@H](C)[C@@H](CN(C)C(=O)Cc2ccccc2)OCc2cn(nn2)CCCC1=O,-4.6
COc1ccc(OC)c(CNS(=O)(=O)c2ccccc2Br)c1,-1.9
O=S1(=O)CCSC[C@@H](CNCc2ccco2)N1,-4.3
Cc1[nH]c2ccccc2c1CC(=O)Nc1ccc(Nc2cccnc2)c(-c2ccc(C(C)(C)C)cc2)c1,-5.9
C[C@@H]1CN([C@@H](C)CO)C(=O)CCCn2nncc2CO[C@H]1CN(C)CC1CCCCC1,-6.9
Nc1[nH]c(C(=O)c2ccccc2)c(-c2cccc(C(F)(F)F)c2)c1C(=O)NCCc1c[nH]c2ccccc12,-8.9
COC(=O)C1=C(C)N(Cc2ccc(C(F)(F)F)cc2)C(=NCc2ccccc2C(F)(F)F)NC1c1ccccc1C(F)(F)F (stereo unspecified),-5.7
O=C(NCc1ccccc1)[C@H]1CCCN1C(=O)[C@H]1CCCN1C(=O)c1cccc(F)c1,1.1
O=C(Cc1c[nH]c2ccccc12)Nc1ccc(Nc2cccnc2)c(-c2ccc(OC(F)(F)F)cc2)c1,-8.1
C=CCN1C(=O)c2n[nH]c(COC)c2C1c1ccc(F)cc1 (stereo unspecified),-6.3
N#Cc1ccc(S(=O)(=O)NCC2CCN(C(=O)C(=O)c3cc4ccccc4o3)CC2)cc1,-4.8
COC(=O)[C@H](Cc1ccccc1)N1CC(N2CCCC2)CS1(=O)=O (stereo partly specified),-3.1
C#CCNC(=O)c1cc2cccnc2nc1N,-5.6
Cc1ccc[n+](C2=C([O-])c3ccccc3C(=O)C2=O)c1,3.2
C=CCN1C(=O)c2n[nH]c(C(C)C)c2C1c1ccc(C)cc1 (stereo unspecified),1.7
CC(=O)c1ccc(S(=O)(=O)NCC2CCN(C(=O)C(=O)c3cc4ccccc4o3)CC2)cc1,1.2
COC(=O)[C@]12C[C@H](CC(=O)N3CCCCC3)C(=O)N(Cc3ccccc3)C1=C[C@H](C1CCCC1)O[C@@H]2C,-4.8
COc1cccc(C(=O)N2CCC[C@@H]2C(=O)N2CCC[C@H]2C(=O)NCc2ccccc2)c1,-6.2
COC(=O)C1=C(C)N(C)C(=NCC2CC2)NC1c1cccc(C(F)(F)F)c1 (stereo unspecified),-6.6
COC(=O)C1(F)C(=O)NC(=O)NC1OC (stereo unspecified),-5.3
CCN1C(=O)N[C@@H]2C[C@H](C(=O)N3CCCC3)[C@H](C)[C@H](c3ccccc3)C[C@@H]21,-5.5
OC(c1ccccc1)(c1ccccc1)C1CCN(CCCOc2ccc(C(F)(F)F)cc2)CC1,-6.2
c1ccc(Cc2cnc(N3CCN(Cc4cccc(-c5ccsc5)n4)CC3)nc2)cc1,-8.1
CC1CCN(C(=O)c2ncn3c2C(=O)NC[C@@H]3C)CC1,-2.5
Brc1ccc(-c2ccc3c(n2)CCCN3Cc2ccccn2)cc1,-6.7
COC(=O)C1=C(C)N(C)C(=NCC2CC2)NC1c1ccccc1C(F)(F)F (stereo unspecified),-6.5
COc1ccc(C2CC(=O)C(c3ccc([N+](=O)[O-])cc3)=CN2Cc2ccccc2)cc1 (stereo unspecified),-9.0
COC(=O)Cc1nnn2c1CC(OC)c1ccccc1-2 (stereo unspecified),-3.0
C[C@@H]1C=CCCO[C@]12C(=O)N(Cc1ccc(F)cc1)c1ccccc12,-2.7
COc1ccc(C2CC(=O)C(c3ccc(Cl)c(Cl)c3)=CN2Cc2ccccc2)cc1 (stereo unspecified),-6.8
O=C(N[C@H](C(=O)N1CCC[C@H]1C(=O)NCc1ccccc1)C1CCCCC1)c1ccc(Cl)cc1Cl,-6.8
CCc1c(-c2ccc(OC)c(OC)c2)ncn1CCc1ccccc1OC,-1.6
# Further compounds
SMILES,GalR3 antagonist
COc1cccc(OCCCN2CCC(C(O)(c3ccccc3)c3ccccc3)CC2)c1,-7.9
COC(=O)[C@H](Cc1ccccc1)N1CC=CS1(=O)=O,-4.1
C[C@@H]1ON(C)[C@H]2C[C@H]3c4[nH]c5c(-c6ccc(F)cc6)cccc5c4CCN3C(=O)[C@@H]12,-6.7
Nc1[nH]c(C(=O)c2ccccc2)c(-c2cccc3ccccc23)c1C(=O)c1ccc(Br)cc1,-6.7
CCc1cc2c(nc1CC)CCCN2Cc1ccccc1C(F)(F)F,-1.0
COC(=O)[C@@H](Cc1ccc(O)cc1)NC(=O)[C@H]1O[C@@H](n2cnc3c(=O)[nH]c(N)nc32)[C@H](O)[C@@H]1O,-4.5
COC(=O)[C@]1(Cc2ccccc2)NC=C(C(=O)c2ccc(F)cc2)[C@@H]1c1ccccc1,-8.2
O=Cc1ccccc1Cl,-2.6
COC(=O)C1=C(C)N(Cc2cccc(C(F)(F)F)c2)C(=NCc2ccc3c(c2)OCO3)NC1c1cccc(Cl)c1 (stereo unspecified),-6.9
COC(=O)[C@]12C[C@H](CC(=O)NCc3ccc(C)o3)C(=O)N(Cc3ccccc3)C1=C[C@H](C(C)C)O[C@@H]2C1CC1,-5.9
Nc1[nH]c(C(=O)c2ccccc2)c(-c2cccc3ccccc23)c1C(=O)c1cccs1,-7.1
CCCCCCCCN1C(=O)[C@@H](CC(=O)N2CCCC2)C[C@@]2(C(=O)OC)C1=C[C@H](C1CCCC1)O[C@@H]2C,-7.2
C[C@@H]1CN([C@@H](C)CO)C(=O)c2cc(Br)cnc2O[C@@H]1CN(C)Cc1ccccn1,-0.4
Nc1[nH]c(C(=O)c2ccc(Br)cc2)c(-c2ccncc2)c1C(=O)NCCc1c[nH]c2ccccc12,-7.2
O=C(N[C@H](Cc1ccccc1)C(=O)NCC1CCCCC1)[C@H]1O[C@@H](n2ccc(=O)[nH]c2=O)[C@H](O)[C@@H]1O,-7.6
Cc1ccc(NCN2C(=O)c3ccccc3C2=O)c(C)n1,3.4
C[C@]12Cc3ccccc3C1CC1=N[C@@H](C3CCCCC3)O[C@@]13C[C@@H]2C(=O)N3C1CCN(Cc2ccccc2)CC1 (stereo partly specified),-5.5
Cc1ccc(-c2nc3c(C)cc(Br)cn3c2Cc2ccccc2C(F)(F)F)cc1,-7.0
COCc1[nH]nc2c1C(c1ccc(C)cc1)N(c1ccc(OC)cc1)C2=O (stereo unspecified),-6.6
O=C(C(=O)N1CCC(CNS(=O)(=O)c2ccc(F)cc2)CC1)c1cc2ccccc2o1,-3.3
C[C@H]1COc2cccc(NCCO)c2S(=O)(=O)N1,-7.7
C#CCN(Cc1ccco1)C(=O)c1nnc2c3cc(OC)ccc3n(S(=O)(=O)c3ccc(OC)cc3)c2n1,-1.8
COCCN1Cc2cc(C(=O)OC)c3c(c2C1=O)c1cc(OC)ccc1n3C(=O)c1ccccc1,-5.7
CC(C)(C)OC(=O)N1CCC[C@@H]1C(=O)NCc1ccccc1,-5.4
Nc1nc2c(ncn2[C@@H]2O[C@H](C(=O)N[C@@H](Cc3ccccc3)C(=O)NCc3ccc4c(c3)OCO4)[C@@H](O)[C@H]2O)c(=O)[nH]1,-6.4
COC(=O)C1=C(C)N(Cc2ccccc2)C(=S)NC1c1ccc(-c2ccccc2)cc1 (stereo unspecified),-5.9
CCNC(=O)N(C)[C@H]1C[C@@H](c2ccccc2)N(C(C)=O)C[C@H]1CO,-0.1
O=C(NCCO)c1cccc(-c2cc(Nc3ccc(OC(F)(F)F)cc3)ncn2)c1,0.4
CC1CCCN(c2cccc3c2S(=O)(=O)N(Cc2cccc(F)c2)[C@@H](C)[C@H](c2ccccc2)O3)C1 (stereo partly specified),-5.2
COC(=O)c1ccccc1,-0.2

# 4 compounds out of the list above, ordered by the number in GalR3 antagonist, high to low:
SMILES,GalR3 antagonist
COC(=O)c1ccccc1,-0.2
O=C(C(=O)N1CCC(CNS(=O)(=O)c2ccc(F)cc2)CC1)c1cc2ccccc2o1,-3.3
C[C@]12Cc3ccccc3C1CC1=N[C@@H](C3CCCCC3)O[C@@]13C[C@@H]2C(=O)N3C1CCN(Cc2ccccc2)CC1 (stereo partly specified),-5.5
COCc1[nH]nc2c1C(c1ccc(C)cc1)N(c1ccc(OC)cc1)C2=O (stereo unspecified),-6.6

# Nothing new here: 6 of the compounds above.
SMILES,GalR3 antagonist
Cc1ccc(NCN2C(=O)c3ccccc3C2=O)c(C)n1,3.4
C[C@]12Cc3ccccc3C1CC1=N[C@@H](C3CCCCC3)O[C@@]13C[C@@H]2C(=O)N3C1CCN(Cc2ccccc2)CC1 (stereo partly specified),-5.5
Cc1ccc(-c2nc3c(C)cc(Br)cn3c2Cc2ccccc2C(F)(F)F)cc1,-7.0
COCc1[nH]nc2c1C(c1ccc(C)cc1)N(c1ccc(OC)cc1)C2=O (stereo unspecified),-6.6
O=C(C(=O)N1CCC(CNS(=O)(=O)c2ccc(F)cc2)CC1)c1cc2ccccc2o1,-3.3
C[C@H]1COc2cccc(NCCO)c2S(=O)(=O)N1,-7.7

# The list goes on:
SMILES,GalR3 antagonist
CC(C)c1[nH]nc2c1C(c1ccc(F)cc1)NC2=O (stereo unspecified),-6.2
COc1cccc(CNC(=O)[C@H]2CCCN2C(=O)[C@H]2CCCN2C(=O)c2ccc(F)cc2)c1,-5.3
CCCN1CCCCC(NC(=O)OC(C)(C)C)C1=O (stereo unspecified),0.7
COC(=O)[C@]12C[C@H](CC(=O)N3CCSCC3)C(=O)N(CCC3=CCCCC3)C1=C[C@H](COCc1ccccc1)O[C@@H]2C,-5.7
COc1ccccc1C(=O)N1CCC2CCNC2C1 (stereo unspecified),-1.6
O[C@@H](Cc1ccccc1)[C@@H](/C=C/c1ccccc1)NCCc1ccccc1,-5.8
O=C(NN=Cc1ccccc1O)C(=O)Nc1ccc(F)cc1,-8.1
COC(=O)C1=C(C)N(Cc2cccc(C(F)(F)F)c2)C(=NCC2CC2)NC1c1ccc(F)cc1 (stereo unspecified),-7.8
CN(C(=O)CSc1ncnc2c(-c3cccs3)nsc12)C1CCCCC1,0.9
COc1cc(CCC(C)=O)ccc1OC(=O)c1c(-c2c(F)cccc2Cl)noc1C,-7.0
CCCCCN(C(=O)CCc1cn(CCCCC)c2ccccc12)c1ccc(Oc2cccnc2)cc1,-9.9
Cc1ccccc1C(=O)N[C@H](C(=O)N1CCC[C@H]1C(=O)NCCc1ccccc1Cl)C1CCCCC1,-4.9
C=CCN=C1NC(c2ccccc2)C(C(=O)OC)=C(C)N1Cc1ccc(C(F)(F)F)cc1 (stereo unspecified),-6.8
Nc1[nH]c(C(=O)c2ccc(Br)cc2)c(-c2c(F)cccc2F)c1C(=O)NCCc1c[nH]c2ccccc12,-5.0
Cc1noc(C)c1S(=O)(=O)N1CCCc2nc(-c3ccccc3)ccc21,-8.5
CCOC(=O)N(C)[C@H]1C[C@H]2c3cc(-c4ccccc4C)ccc3CCN2C[C@H]1[C@H](C)O,95.0*

# Only part of the results is shown; count on the stated rates, not on these rows.
